NR5A2 inv ag – suppresses constitutive activity of human LRH-1; O00482; HEK293T StAR-luciferase reporter, LRH-1 transfected, 24 h; inhibition, % at 3.6 µM; 0.13% of 360,000 active; AID 602396;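 active means inhibition above the mean inhibition of all tested compounds plus 3 SD, cut at about 73% in these data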;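 further: 0% = DMSO wells and 100% = reporter-only cells lacking LRH-1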
Shn3 3UTR inh – reduces Shn3 3'UTR luciferase signal in osteoblasts; AID 588674; inhibition, % at 12.5 µM; Clone20 osteoblast Shn3 3'UTR firefly luciferase, 24 h; 0.52% of 360,000 active;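 active means mean inhibition of at least 75% with every replicate also reaching 75%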;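 further: 0% = median of neutral control wells and 100% = pilot-screen positive control compound; some compounds past the cut are filed as inactive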
COUP-TFII inh – inhibitors of human COUP-TFII (NR2F2); AID 686940; HEK293T NGFI-A luciferase reporter, luminescence; 0.7% of 370,000 active; P24468; inhibition, % at 8.6 µM;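 active means inhibition above a per-plate cutoff, mean inhibition of test wells between control levels plus 3 SD, cut at about 38% in these data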;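 further: cells cotransfected with COUP-TFII expression vector driving the NGFI-A reporter; 0% = median of COUP-TF2 test wells and 100% = reporter-only cells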
LMP1 NFkB inh – inhibitors of Epstein-Barr LMP1-induced NF-kappaB reporter. 0.69% of 350,000 active. inhibition, % at 12.5 µM. LMP1-induced NF-kappaB luciferase reporter cells, luminescence; in the data active means inhibition above about 41%;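 further: 0% = neutral control wells and 100% = reference inhibitor control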
SRC1 inh – human NCOA1 inhibition. inhibition, % at 3.6 µM. 0.12% of 360,000 active. Q15788. HEK293 GAL4-SRC1 luciferase reporter, luminescence;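 active means inhibition above the campaign mean plus 3 SD, with each screening campaign given its own cutoff, cut at about 60% in these data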;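 further: 0% = DMSO treated cells and 100% = gossypol at 36 µM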
NCOA3 inh – inhibitors of human steroid receptor coactivator 3 (SRC3); HEK293 GAL4-SRC3 luciferase reporter, luminescence; Q9Y6Q9; 0.17% of 360,000 active; AID 588352; inhibition, % at 3.6 µM;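 active means inhibition above a per-campaign cutoff, the mean of all compounds plus 3 SD, cut at about 60% in these data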;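 further: 0% = DMSO-treated cells and 100% = gossypol-treated cells at 36 µM; higher means less SRC3-driven luciferase light from the GAL4 reporter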
Target sequence (Q9Y6Q9 whole entry, looked up, the tested form may be a part): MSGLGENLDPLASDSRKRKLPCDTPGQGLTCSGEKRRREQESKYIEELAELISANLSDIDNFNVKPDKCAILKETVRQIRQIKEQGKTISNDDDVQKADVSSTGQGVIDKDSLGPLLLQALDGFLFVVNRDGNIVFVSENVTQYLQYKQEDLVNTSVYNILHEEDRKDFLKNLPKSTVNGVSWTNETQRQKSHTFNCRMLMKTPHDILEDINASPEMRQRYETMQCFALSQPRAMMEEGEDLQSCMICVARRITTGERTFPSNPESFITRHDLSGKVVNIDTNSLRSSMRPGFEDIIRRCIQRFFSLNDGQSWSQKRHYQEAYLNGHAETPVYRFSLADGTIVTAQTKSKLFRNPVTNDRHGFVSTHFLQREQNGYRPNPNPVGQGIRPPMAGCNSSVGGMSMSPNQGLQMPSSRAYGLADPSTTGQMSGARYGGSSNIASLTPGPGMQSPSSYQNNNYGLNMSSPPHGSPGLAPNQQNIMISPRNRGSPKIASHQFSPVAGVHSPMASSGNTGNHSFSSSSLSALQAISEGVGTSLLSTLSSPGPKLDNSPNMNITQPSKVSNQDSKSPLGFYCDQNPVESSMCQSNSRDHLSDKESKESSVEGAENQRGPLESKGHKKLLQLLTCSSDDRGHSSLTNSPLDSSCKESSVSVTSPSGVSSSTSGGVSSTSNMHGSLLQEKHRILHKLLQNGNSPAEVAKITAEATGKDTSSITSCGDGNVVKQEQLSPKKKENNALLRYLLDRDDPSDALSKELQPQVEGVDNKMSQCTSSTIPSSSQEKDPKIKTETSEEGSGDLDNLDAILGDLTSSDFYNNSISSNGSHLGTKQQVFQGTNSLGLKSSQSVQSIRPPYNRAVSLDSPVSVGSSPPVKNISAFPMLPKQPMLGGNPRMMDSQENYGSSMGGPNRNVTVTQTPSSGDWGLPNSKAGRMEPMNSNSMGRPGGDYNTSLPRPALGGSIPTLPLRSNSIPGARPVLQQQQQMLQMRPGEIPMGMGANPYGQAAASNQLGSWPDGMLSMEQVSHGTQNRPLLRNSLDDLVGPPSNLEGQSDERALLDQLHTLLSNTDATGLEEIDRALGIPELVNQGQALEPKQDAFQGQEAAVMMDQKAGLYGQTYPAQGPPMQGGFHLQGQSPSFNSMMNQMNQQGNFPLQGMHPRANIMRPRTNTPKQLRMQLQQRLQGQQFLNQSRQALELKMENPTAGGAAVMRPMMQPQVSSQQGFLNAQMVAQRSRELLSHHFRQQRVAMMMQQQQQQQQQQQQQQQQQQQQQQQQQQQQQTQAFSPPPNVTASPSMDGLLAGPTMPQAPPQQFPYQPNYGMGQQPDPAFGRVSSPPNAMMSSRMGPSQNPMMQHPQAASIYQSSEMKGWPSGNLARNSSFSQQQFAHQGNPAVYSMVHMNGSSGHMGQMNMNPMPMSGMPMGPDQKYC
CF NFkB block – blocks PAF-induced NF-kB reporter in cystic fibrosis cells; 0.86% of 360,000 active; inhibition, % at 5 µM; KKLEB NF-kB-GFP reporter, GFP fluorescence overnight;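 active means at least 50% inhibition at 5 µM, scaled per plate between neutral and stimulator controls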;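 further: PAF is a Pseudomonas aeruginosa culture filtrate used as stimulus; plate controls were PAF-stimulated DMSO wells for no effect and unstimulated DMSO wells for full effect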
KKLEB cytotox – reduces viability of KKLEB cystic fibrosis airway cells. KKLEB CF airway cells viability, ATPlite luminescence, overnight; stronger effect = lower value; cells stimulated with P. aeruginosa culture filtrate. activity change (cytotoxicity), % at 5 µM. 0.36% of 360,000 active. AID 602141;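 active means corrected activity change at or below -50% at 5 µM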
C8 TRAIL sens – sensitizes caspase-8 expressing cells to TRAIL; NB7+C8 cells + TRAIL, ATPlite viability luminescence; 1% of 360,000 active; inhibition (viability loss, TRAIL sensitization), % at 10 µM;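 active means compounds causing at least 50% loss of cell viability in the single-dose screen, relative to plate controls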
TWEAK-Fn14 inh – TWEAK-Fn14 signaling inhibition. TWEAK-stimulated Fn14 reporter cells, luciferase luminescence, 8 h. inhibition, % at 10 µM. 2% of 360,000 active; in the data active means inhibition above about 50%
TROY NFkB inh – blocks TROY-dependent signaling in reporter cells; 0.98% of 360,000 active; inhibition, % at 10 µM; Q293 LMP1-TROYcd NF-kB luciferase reporter, 4 h;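 active means compounds whose plate-normalised and pattern-corrected inhibition of the luciferase reporter signal at the single screening dose is 50% or more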
An asterisk follows results filed as active.

COc1ccc(CC(=O)Oc2ccccc2C)cc1S(=O)(=O)N1CCOCC1 was read as NR5A2 inv ag 0, Shn3 3UTR inh 10, COUP-TFII inh 11, LMP1 NFkB inh -3, SRC1 inh -2, NCOA3 inh 22, CF NFkB block -22, KKLEB cytotox 13, C8 TRAIL sens -12, TWEAK-Fn14 inh -1 and TROY NFkB inh -20.
COc1ccc(CC(=O)NCc2n[nH]c(=S)n2-c2ccc(Br)cc2)cc1 was read as NR5A2 inv ag 11, Shn3 3UTR inh -6, COUP-TFII inh 8, LMP1 NFkB inh -4, SRC1 inh 5, NCOA3 inh 15, CF NFkB block 9, KKLEB cytotox 4, C8 TRAIL sens -5, TWEAK-Fn14 inh -2 and TROY NFkB inh 8.
For Cc1cc(C)c(NC(=O)CSc2nnc(SCC(=O)Nc3c(C)cc(C)cc3C)n2N)c(C)c1 the results were NR5A2 inv ag 3, Shn3 3UTR inh -5, COUP-TFII inh 0, LMP1 NFkB inh 10, SRC1 inh -11, NCOA3 inh 15, CF NFkB block 0, KKLEB cytotox -19, C8 TRAIL sens -1, TWEAK-Fn14 inh 14 and TROY NFkB inh 1.
COc1ccc(-c2nnc3ccc(SCC(=O)N4CCCCC4)nn23)cc1OC was read as NR5A2 inv ag -1, Shn3 3UTR inh 9, COUP-TFII inh 12, LMP1 NFkB inh 0, SRC1 inh 2, NCOA3 inh -12, CF NFkB block 20, KKLEB cytotox -9, C8 TRAIL sens -9, TWEAK-Fn14 inh -5 and TROY NFkB inh 8.
Screening CCCNC(=O)C1(C)CCCN(Cc2cc3ccccc3o2)C1 (stereo not given) returned NR5A2 inv ag -17, Shn3 3UTR inh 2, COUP-TFII inh 3, SRC1 inh -2, NCOA3 inh -17, CF NFkB block 22, KKLEB cytotox 8, C8 TRAIL sens 1, TWEAK-Fn14 inh -8 and TROY NFkB inh -7.
`Cn1c(/C=N/NC(=O)c2ccccc2)nc2ccccc21` gave NR5A2 inv ag -19, Shn3 3UTR inh 0, COUP-TFII inh -11, LMP1 NFkB inh 15, SRC1 inh -11, NCOA3 inh 17, CF NFkB block -25, KKLEB cytotox 5, C8 TRAIL sens -3, TWEAK-Fn14 inh -13 and TROY NFkB inh -52.
Screening CCOC(=O)/C(C#N)=C(C)/C=C1\Sc2ccccc2N1CC returned NR5A2 inv ag -23, Shn3 3UTR inh -55, COUP-TFII inh -10, LMP1 NFkB inh -10, SRC1 inh -27, NCOA3 inh -33, CF NFkB block -7, KKLEB cytotox -15, C8 TRAIL sens 18, TWEAK-Fn14 inh -48 and TROY NFkB inh -64.
Screening COc1cc(=O)[nH]c(SC(C)C(=O)Nc2nc3c(s2)CCCC3)n1 (stereo not given) returned NR5A2 inv ag -2, Shn3 3UTR inh -2, COUP-TFII inh 14, LMP1 NFkB inh -2, SRC1 inh -26, NCOA3 inh 3, CF NFkB block 9, KKLEB cytotox 1, C8 TRAIL sens 5, TWEAK-Fn14 inh 5 and TROY NFkB inh 10.
Screening O=C(Cn1cnc2c(cnn2-c2ccccc2)c1=O)N1CCN(c2ccc(F)cc2)CC1 returned NR5A2 inv ag 12, Shn3 3UTR inh 20, COUP-TFII inh 14, LMP1 NFkB inh 4, SRC1 inh 5, NCOA3 inh 11, CF NFkB block -6, KKLEB cytotox -5, C8 TRAIL sens -8, TWEAK-Fn14 inh -15 and TROY NFkB inh 1.
`Cc1onc(-c2c(Cl)cccc2Cl)c1C(=O)NNC(=O)c1c(-c2c(Cl)cccc2Cl)noc1C` gave NR5A2 inv ag 2, Shn3 3UTR inh 0, COUP-TFII inh 0, LMP1 NFkB inh -6, SRC1 inh -11, NCOA3 inh 26, CF NFkB block 2, KKLEB cytotox 4, C8 TRAIL sens 14, TWEAK-Fn14 inh 2 and TROY NFkB inh 2.
For Cn1c(SCC(O)c2ccccc2)nnc1-c1ccc2ccccc2c1 (stereo not given) the results were NR5A2 inv ag -19, Shn3 3UTR inh 20, COUP-TFII inh 4, LMP1 NFkB inh -7, SRC1 inh -17, NCOA3 inh 8, CF NFkB block 5, KKLEB cytotox -1, C8 TRAIL sens -8, TWEAK-Fn14 inh -3 and TROY NFkB inh -17.
Screening COc1ccc(/C=C/C(=O)N(Cc2cccs2)C2CCS(=O)(=O)C2)cc1 (stereo not given) returned NR5A2 inv ag 3, Shn3 3UTR inh -3, COUP-TFII inh -5, LMP1 NFkB inh 4, SRC1 inh 7, NCOA3 inh -8, CF NFkB block 6, KKLEB cytotox -3, C8 TRAIL sens 8, TWEAK-Fn14 inh -19 and TROY NFkB inh -6.
Screening C=CCNC(=O)c1ccc(-c2ccc([N+](=O)[O-])cc2)o1 returned NR5A2 inv ag -18, Shn3 3UTR inh 9, COUP-TFII inh 6, LMP1 NFkB inh 0, SRC1 inh -13, NCOA3 inh 11, CF NFkB block -30, KKLEB cytotox -11, C8 TRAIL sens 6, TWEAK-Fn14 inh 8 and TROY NFkB inh 5.
`O=C(O)c1ccc(/C=N/N2CCN(c3ccccc3)CC2)cc1` gave NR5A2 inv ag -47, Shn3 3UTR inh -31, COUP-TFII inh -31, LMP1 NFkB inh -36, SRC1 inh -101, NCOA3 inh -87, CF NFkB block 10, KKLEB cytotox -4, C8 TRAIL sens -5, TWEAK-Fn14 inh 10 and TROY NFkB inh -42.
`Cc1ccc(CNC(=O)CCS(=O)(=O)c2ccc(Cl)cc2)cc1` gave NR5A2 inv ag -1, Shn3 3UTR inh -7, COUP-TFII inh -1, LMP1 NFkB inh -1, SRC1 inh -48, NCOA3 inh -5, CF NFkB block -31, KKLEB cytotox 5, C8 TRAIL sens -8, TWEAK-Fn14 inh 16 and TROY NFkB inh 8.
`COc1ccc(C2=CC(=O)C[C@H](c3ccc(Cl)cc3)C2)cc1` gave NR5A2 inv ag -14, Shn3 3UTR inh -29, COUP-TFII inh 7, LMP1 NFkB inh 3, SRC1 inh -4, NCOA3 inh 1, CF NFkB block -4, KKLEB cytotox -1, C8 TRAIL sens 11, TWEAK-Fn14 inh -15 and TROY NFkB inh -23.
For O=C(CCn1c(=O)[nH]c2ccsc2c1=O)N1CCN(c2cccc(Cl)c2)CC1 the results were NR5A2 inv ag -12, Shn3 3UTR inh -9, COUP-TFII inh -13, LMP1 NFkB inh -14, SRC1 inh -2, NCOA3 inh -9, CF NFkB block -3, KKLEB cytotox -5, C8 TRAIL sens -2, TWEAK-Fn14 inh 13 and TROY NFkB inh 18.
Screening Cc1ccc(S(=O)(=O)N(C)c2ccc(C(=O)N3CCN(Cc4ccc5c(c4)OCO5)CC3)cc2)cc1 returned NR5A2 inv ag 33, Shn3 3UTR inh 10, COUP-TFII inh 56*, LMP1 NFkB inh -6, SRC1 inh 29, NCOA3 inh 10, CF NFkB block 12, KKLEB cytotox 5, C8 TRAIL sens -4, TWEAK-Fn14 inh 25 and TROY NFkB inh 25.
For COc1ccc(NC(=O)CS(=O)(=O)Cc2nc(-c3ccc(C)cc3)oc2C)cc1 the results were NR5A2 inv ag -2, Shn3 3UTR inh -12, COUP-TFII inh -5, LMP1 NFkB inh 9, SRC1 inh 4, NCOA3 inh 6, CF NFkB block 9, KKLEB cytotox -9, C8 TRAIL sens 15, TWEAK-Fn14 inh -7 and TROY NFkB inh 6.
CC(C)OC(=O)C(C)Nc1ccc(F)c(Cl)c1 (stereo not given) was read as NR5A2 inv ag -3, Shn3 3UTR inh -4, COUP-TFII inh 3, LMP1 NFkB inh 10, SRC1 inh 10, NCOA3 inh 19, CF NFkB block -5, KKLEB cytotox 0, C8 TRAIL sens 1, TWEAK-Fn14 inh -22 and TROY NFkB inh -17.
`CCCCCCCCN1[C@@H](CC(=O)OCC)c2cc(F)ccc2S1(=O)=O` gave NR5A2 inv ag 8, Shn3 3UTR inh 16, COUP-TFII inh 5, LMP1 NFkB inh -19, SRC1 inh 0, NCOA3 inh 17, CF NFkB block 15, KKLEB cytotox 2, C8 TRAIL sens 11, TWEAK-Fn14 inh 6 and TROY NFkB inh 16.
`Cc1[nH]c(C)c(S(=O)(=O)NCC(C)c2ccccc2)c1C(=O)N1CCCCC1` (stereo not given) gave NR5A2 inv ag 2, Shn3 3UTR inh 3, COUP-TFII inh -11, LMP1 NFkB inh -9, SRC1 inh 6, NCOA3 inh -21, CF NFkB block 4, KKLEB cytotox -7, C8 TRAIL sens 3, TWEAK-Fn14 inh -11 and TROY NFkB inh 22.
COc1ccc(-c2nc(CS(=O)CC(=O)NCCC3=CCCCC3)c(C)o2)cc1 (stereo not given) was read as NR5A2 inv ag -62, Shn3 3UTR inh -52, COUP-TFII inh -15, LMP1 NFkB inh -29, SRC1 inh -54, NCOA3 inh -50, CF NFkB block -19, KKLEB cytotox 19, C8 TRAIL sens -5, TWEAK-Fn14 inh -25 and TROY NFkB inh -39.
O=C(/C=C/c1cccs1)N1CCOCC1 was read as NR5A2 inv ag -12, Shn3 3UTR inh -30, COUP-TFII inh 5, LMP1 NFkB inh -4, SRC1 inh -11, NCOA3 inh 17, CF NFkB block -9, KKLEB cytotox 3, C8 TRAIL sens 16, TWEAK-Fn14 inh -10 and TROY NFkB inh -5.
For COc1ccc(C(C)=O)cc1COC(=O)c1c(C)noc1C the results were NR5A2 inv ag -1, Shn3 3UTR inh 7, COUP-TFII inh -13, LMP1 NFkB inh 4, SRC1 inh 1, NCOA3 inh -8, CF NFkB block 5, KKLEB cytotox -6, C8 TRAIL sens 15, TWEAK-Fn14 inh -2 and TROY NFkB inh -7.
For ON=C1c2ccccc2-c2ccc(Br)cc21 the results were NR5A2 inv ag -52, Shn3 3UTR inh -14, COUP-TFII inh 11, LMP1 NFkB inh 18, SRC1 inh -5, NCOA3 inh 8, CF NFkB block -3, KKLEB cytotox 6, C8 TRAIL sens -2, TWEAK-Fn14 inh -15 and TROY NFkB inh -22.
`N#Cc1c(N)n[nH]c1-c1cc2c([nH]1)CCCC2` gave NR5A2 inv ag 8, Shn3 3UTR inh -7, COUP-TFII inh 8, LMP1 NFkB inh 1, SRC1 inh -5, NCOA3 inh 6, CF NFkB block 31, KKLEB cytotox -6, C8 TRAIL sens -9, TWEAK-Fn14 inh 0 and TROY NFkB inh -5.
COCC(C)NC(=O)C1CC(=O)N(CCc2ccc(F)cc2)C1 (stereo not given) was read as NR5A2 inv ag -14, Shn3 3UTR inh 8, COUP-TFII inh 11, LMP1 NFkB inh 2, SRC1 inh -12, NCOA3 inh -2, CF NFkB block -36, KKLEB cytotox 3, C8 TRAIL sens -2, TWEAK-Fn14 inh 0 and TROY NFkB inh 0.
For CC(=O)N1C(C(=O)O)Cc2c([nH]c3ccccc23)C1(C)C (stereo not given) the results were NR5A2 inv ag -16, Shn3 3UTR inh 9, COUP-TFII inh 10, LMP1 NFkB inh 2, SRC1 inh 1, NCOA3 inh -15, CF NFkB block -24, KKLEB cytotox -2, C8 TRAIL sens -15, TWEAK-Fn14 inh 0 and TROY NFkB inh 14.
`CC/C=C(\NC(C)=O)c1ccccc1` gave NR5A2 inv ag -7, Shn3 3UTR inh 8, COUP-TFII inh 11, LMP1 NFkB inh -6, SRC1 inh -1, NCOA3 inh 2, CF NFkB block 16, KKLEB cytotox -10, C8 TRAIL sens 0, TWEAK-Fn14 inh 4 and TROY NFkB inh 2.

A portion of the library; rates above refer to the full screens.
